# APEX1 inh: APE1 (human) endonuclease inhibition; P27695; recombinant APE1, TAMRA/BHQ-2 abasic DNA cleavage fluorescence; Potency, µM (series often up to 65.8 µM), for the others: at the top dose activity change, negative = inhibition, hits mostly inhibitors; 0.35% of 350,000 active; AID 2517;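 also: potency is read from the fitted curve at half-maximal effect; plate controls were vehicle for no effect and reference inhibitor for full effect; nearly all actives have a fitted effect of over 55% in size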
#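 Compound pre-exposure to 0.75 nM APE1, 15 min at ambient temperature. Reaction initiated with 50 nM TAMRA/BHQ-2 THF substrate, read immediately in kinetic mode, 525 nm excitation, 598 nm emission.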
# POLK inh: inhibitors of human DNA polymerase kappa | Q9UBT6 | purified Pol kappa, fluorescent DNA synthesis assay, 10 min | Potency, µM (doses to about 107 µM), inactives show at the top dose activity, negative = inhibition, hits mostly inhibitors | 0.53% of 400,000 active; also: potency is read from the fitted curve at half-maximal effect; % is scaled to controls: 0 for no effect and ±100 for the full control effect
#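 Kinetic fluorescence readout at 0 and 10 min followed reaction start with substrate at 50 nM final. Beforehand, enzyme (10 nM Pol kappa) stood 15 min with compound at room temperature; buffer-only wells were negative controls.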
# POLB inh: DNA polymerase beta (human) inhibition; P06746; Pol beta primer extension/strand displacement, fluorescence kinetic; Potency, µM (titrated, usually from 114 µM), inactives show top-dose activity change, negative = inhibition, actives largely listed as inhibitors; 1.3% of 340,000 active; also: potency is read from the fitted curve at half-maximal effect; % is scaled to controls: 0 for no effect and ±100 for the full control effect
#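 Homogeneous kinetic assay of primer extension and strand displacement by 10 nM Pol beta, preincubated 15 min at room temperature with compound before 50 nM substrate (final) was added. Read at 0 and 10 min; four-parameter Hill fit.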
# Anesthetic bind: candidate novel general anesthetic via apoferritin binding. P02791. apoferritin/1-aminoanthracene competitive binding, fluorescence. Potency, µM (top dose mostly 77.5 µM), inactives show at the top dose activity change, negative = displacement, actives largely listed as inhibitors. 0.074% of 350,000 active; also: potency is read from the fitted curve at half-maximal effect; % is scaled to controls: 0 for no effect and ±100 for the full control effect; nearly all actives have a fitted effect of over 20% in size
# Target sequence (P02791 2-175 limits assumed): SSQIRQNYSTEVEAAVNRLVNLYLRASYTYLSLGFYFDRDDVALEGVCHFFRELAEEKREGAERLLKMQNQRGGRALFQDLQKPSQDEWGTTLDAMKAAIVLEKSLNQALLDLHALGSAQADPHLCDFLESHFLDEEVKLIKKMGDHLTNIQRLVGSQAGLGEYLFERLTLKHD
#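 Probe: 1-aminoanthracene (50% saturated, PBS). Protein: horse-spleen apoferritin, 10 uM. Incubation: 10 min, room temperature. Detection: 380 nm excitation, 535 nm emission. Analysis: normalized response, four-parameter Hill.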
# BLM helicase inh: blocks DNA unwinding by human BLM helicase; recombinant BLM DNA unwinding, fluorescence dequenching; Potency, µM (top dose mostly 56.1 µM), for the others: at the top dose activity change, negative = inhibition, actives largely listed as inhibitors; 0.2% of 350,000 active; AID 2528;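 also: potency is read from the fitted curve at half-maximal effect; plate controls were vehicle for no effect and no enzyme for full effect; nearly all actives have a fitted effect of over 35% in size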
# Pol iota inh: DNA polymerase iota (human) inhibition; Potency, µM (titrated, usually from 115 µM), without a hit: at the top dose activity, negative = inhibition, actives largely listed as inhibitors; 1% of 390,000 active; Pol iota fluorescent replication assay, 10 min; also: potency is read from the fitted curve at half-maximal effect
# Target sequence (Q9UNA4 whole entry, looked up): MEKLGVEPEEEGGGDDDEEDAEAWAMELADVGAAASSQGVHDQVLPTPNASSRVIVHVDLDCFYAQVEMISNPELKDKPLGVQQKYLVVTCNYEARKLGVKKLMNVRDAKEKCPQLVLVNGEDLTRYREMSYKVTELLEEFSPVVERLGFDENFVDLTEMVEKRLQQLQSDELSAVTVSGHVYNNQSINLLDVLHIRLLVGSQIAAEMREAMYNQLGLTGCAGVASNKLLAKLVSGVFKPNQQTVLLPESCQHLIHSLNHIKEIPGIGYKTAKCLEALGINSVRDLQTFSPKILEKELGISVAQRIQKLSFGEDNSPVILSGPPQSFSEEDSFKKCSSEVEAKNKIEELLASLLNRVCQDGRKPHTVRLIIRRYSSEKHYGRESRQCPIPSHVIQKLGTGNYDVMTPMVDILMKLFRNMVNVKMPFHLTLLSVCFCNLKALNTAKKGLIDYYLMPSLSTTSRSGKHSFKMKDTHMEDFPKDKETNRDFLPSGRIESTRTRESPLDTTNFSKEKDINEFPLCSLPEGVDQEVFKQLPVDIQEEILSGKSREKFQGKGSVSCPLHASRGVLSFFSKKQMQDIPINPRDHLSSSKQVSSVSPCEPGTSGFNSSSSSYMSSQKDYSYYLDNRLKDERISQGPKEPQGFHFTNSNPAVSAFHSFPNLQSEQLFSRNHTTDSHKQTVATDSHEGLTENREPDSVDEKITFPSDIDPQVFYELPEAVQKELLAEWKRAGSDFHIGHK
#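 Fluorescent replication assay read twice, at 0 min and 10 min after adding 50 nM (final) substrate. Enzyme (10 nM) and compounds were first incubated 15 min at room temperature; enzyme-free buffer wells were negative controls.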
# LDHA block: inhibitors of human lactate dehydrogenase A; purified LDHA, NADH/diaphorase-resazurin fluorescence; hits give low values; 0.15% of 480,000 active; activity change, % (values are at about 110 or 230 µM); AID 1347041; in the data active = activity change below about -30%; inconclusive = mostly about -25% to -30%;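 also: plate controls were DMSO wells for no effect and wells without enzyme for full effect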
#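 Human LDH5 at 2 nM final in Tris HCl pH 7.4 with 0.06 mM NADH and 0.2 mM pyruvate, reacted 5 minutes at room temperature. Remaining NADH coupled via diaphorase/resazurin; resorufin fluorescence read at 0 and 20 minutes, normalized to enzyme-free and DMSO wells.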
# POLH inh: blocks human DNA polymerase eta activity; Q9Y253; recombinant Pol eta, fluorescent DNA replication assay; Potency, µM (doses to about 114 µM), inactives show at the highest dose activity change, negative = inhibition, hits mostly inhibitors; 1.2% of 390,000 active; AID 588591; also: potency is read from the fitted curve at half-maximal effect; % is scaled to controls: 0 for no effect and ±100 for the full control effect
#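 Fluorescent replication assay: 50 nM final substrate added after a 15 min room-temperature compound preincubation with 10 nM enzyme. Signal taken at 0 min and again at 10 min.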
# GRP78 ERSR act: inducers of ER stress response in human glioma cells. U87-MG GRP78 promoter luciferase reporter, 16 h. Potency, µM, for the others: at the top dose activation, actives largely listed as activators. 0.02% of 420,000 active. AID 602332; also: potency is read from the fitted curve at half-maximal effect; series mostly up to about 76 µM; % of control where 0% means no effect; nearly all actives have a fitted effect of over 35% in size
#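 ERSR induction read as luciferase luminescence (Bright-Glo, 10 min at room temperature) in stably transfected human U87-MG glioma cells exposed to compounds for 16 h, using GRP78 as sensor.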
# Starred values were filed as active, the others as inactive; ? = inconclusive; . = not tested or not shown; [ ] = remark or other dose. Unless noted, calls follow the shape of the dose curve; as a rule, active = well fitted curve in the direction sought with a large enough effect; inconclusive = small, poorly fitted or top-dose-only effect, or another doubt; inactive = no such curve, though single readings can be large; an effect the other way counts as inactive or inconclusive.
smiles	APEX1 inh	POLK inh	POLB inh	Anesthetic bind	BLM helicase inh	Pol iota inh	LDHA block	POLH inh	GRP78 ERSR act
Cc1ccc(N2CCN(C(=O)NCc3noc4ccccc34)CC2C)cc1 (stereo unspecified)	.	-2.5%	1.8%	-7.3%	-0.4%	-10.6%	4.7	-16.4%	3.1%
O=C(CN1C(=O)C(=O)N(Cc2ccccc2)C1=O)Nc1ccc(F)c(Cl)c1	-7.2%	-9.0%	-7.9%	-9.8%	-2.7%	0.2%	-1.0	-7.4%	-0.2%
CCOC(=O)C1CN(S(=O)(=O)c2ccc(OC)cc2)c2cc(CC(=O)OC)ccc2O1 (stereo unspecified)	-9.0%	-11.5%	2.4%	-16.4%	-2.2%	?	-7.2	-8.6%	-3.8%
O=C(NCc1ccccc1)/C(=C/c1ccco1)NC(=O)c1ccco1	12.5%	7.3%	-8.7%	-3.9%	2.3%	110.4%[activator]	-1.7	-3.7%	-2.5%
O=C1CC(c2ccc(Cl)cc2)n2nc(N3C(=O)c4ccccc4C3=O)nc2N1 (stereo unspecified)	3.2%	-32.9%	4.7%	-15.7%	0.0%	-16.8%	-2.0	-8.7%	-2.7%
S=C(Nc1ccc(Cl)cc1)c1nc2ccccc2[nH]1	-7.2%	-16.2%	-7.7%	4.3%	1.8%	12.0%	-7.0	-16.4%	3.4%
O=C(c1cc(Br)c[nH]1)N1CCCCC1	-7.1%	-7.4%	-1.6%	-4.6%	-3.7%	3.0%	-6.8	-22.7%	-5.7%
COC(=O)[C@]1(C)N[C@H](c2ccc(-c3ccc(OC)cc3)cc2)[C@@H]2C(=O)N(C)C(=O)[C@@H]21	-12.1%	2.4%	.	.	.	?	-6.1	-6.3%	-1.7%
Cc1c(F)cccc1NC(=O)CCC(=O)O	-4.5%	-3.7%	-19.9%	3.2%	-7.0%	11.3%	-3.7	14.6%	-5.1%
CCc1ccc(-n2c(N3CCN(c4cccc(C)c4C)CC3)nc3ccccc3c2=O)cc1	.	4.7%	14.6%	3.6%	-5.6%	40.4%[activator]	-6.2	-10.8%	-1.8%
Cc1sc(NC(=O)C2CSC3(C)CCC(=O)N23)nc1-c1ccccc1 (stereo unspecified)	-8.9%	-16.4%	.	.	.	0.6%	-0.2	?	-1.2%
Cc1ccccc1-c1cc(-c2ccccc2O)n[nH]1	-5.7%	-12.7%	16.4%	?	-8.3%	-12.2%	2.9	?	-9.0%
O=C(NC1(C(F)(F)F)C(=O)Nc2c1c(=O)[nH]c(=O)n2CCc1ccccc1)c1ccc(Cl)cc1 (stereo unspecified)	.	-5.0%[60.1 µM]	-20.9%	-7.5%	0.7%	29.9%	-6.0	-17.0%	-4.9%
CC(C)(C)C(=O)Nc1nnc(SCC(=O)NC2CCCCC2)s1	47.1%[activator]	-2.3%	-22.3%	-2.1%	-1.1%	-18.2%	-5.1	-7.1%	-6.6%
Cc1cc(C)n(CC(=O)NNC(=O)COc2ccc(Cl)cc2Cl)n1	-9.4%	-5.6%	.	.	.	22.4%	-0.7	-3.0%	-3.8%
O=C(NC12CC3CC(CC(C3)C1)C2)c1ccco1	14.1%	0.7%	44.7%	?	-5.3%	127.2%[activator]	-13.2	-13.6%	-3.8%
Cc1nc2ccccc2nc(C)c1=NOCc1cccc(F)c1	-3.7%	?	-0.9%	-17.7%	-8.1%	79.6%[activator]	-8.4	-12.3%	-1.6%
O=C(COc1ccccc1)N1c2ccccc2Sc2ccccc21	4.6%	-2.9%	4.7%	-3.6%	-12.6%	15.4%	0.9	-12.2%	-3.7%
CCN1C(=O)C(O)(CC(=O)c2ccccn2)c2ccccc21 (stereo unspecified)	0.8%	-22.3%	?	-5.9%	-0.1%	29.2%	0.0	5.8%	-1.0%
Cc1cc(C)nc(N(C#N)Cc2cccc([N+](=O)[O-])c2)n1	11.6%	-9.5%	14.0%	-11.7%	-2.0%	25.8%	-9.8	-17.4%	-3.0%
O=C(c1ccccc1SCc1ccc(F)cc1)N1CCOCC1	1.7%	-10.0%	0.7%	-3.0%	8.0%	7.0%	-5.6	-6.2%	1.4%
COc1cccc(C(c2sc3nc(C)nn3c2O)N2CCC3(CC2)OCCO3)c1 (stereo unspecified)	16.3%	-9.7%	20.6%	-6.5%	3.8%	11.3%	-5.3	-12.8%	-3.4%
COc1ccc(CNc2ncc(-c3ccc(F)cc3)n2C)c2ccccc12	6.0%	-2.4%	-6.0%	-17.5%	3.8%	-15.6%	-7.2	-16.7%	-13.6%
O=C(NNC(=S)NC1CCCCC1)c1ccccc1Br	-18.7%	?	1.5%	-6.5%	-6.1%	6.8%	-7.6	-2.3%	2.9%
COc1cccc(N2C(=O)C3CC=C(Cl)CC3C2=O)c1 (stereo unspecified)	-3.2%	-2.7%	12.1%	?	1.3%	?	3.7	-10.9%	-0.8%
COc1ccc(/C=C2\SC(=O)N(CC(=O)Nc3ccc(F)cc3)C2=O)cc1O	1.7%	-14.3%	-0.2%	-16.2%	-9.2%	2.1%	-8.9	5.0%	-10.8%
O=C(Cc1c(O)c2ccccc2[nH]c1=O)NCc1ccc(F)cc1	0.6%	-0.7%	7.9%	-6.5%	2.6%	-12.4%	-2.3	-12.7%	-4.5%
CC(=O)C1=CN(Cc2ccccc2)CCC1=O	.	1.1%	.	.	.	-12.8%	5.6	2.9%	0.8%
O=C(Nc1ccc(Br)c(C(F)(F)F)c1)c1ccccc1	1.3%	-16.4%	-21.3%	0.6%	-4.3%	1.1%	0.6	-17.6%	2.6%
O=C1C=CC2C(c3ccc4c(c3)OCO4)CC1N2Cc1ccccc1 (stereo unspecified)	-1.2%	-7.6%	-1.4%	-6.8%	-7.6%	19.3%	2.8	-7.9%	-1.9%
Cc1cccc(C)c1NC(=O)C(NC(=O)CN1C(=O)c2ccccc2C1=O)c1ccccc1 (stereo unspecified)	10.0%	0.5%	41.5%	-5.2%	-2.4%	76.2%[activator]	-3.2	-11.7%	-1.2%
CN(CC(=O)Nc1cc(S(=O)(=O)N2CCCC2)ccc1Cl)Cc1ccc2c(c1)OCO2	-24.7%	-20.4%	.	.	.	38.1%[activator]	-4.7	?	-5.1%
Cc1c(C(=O)Nc2c(F)cccc2F)sc2ncn(Cc3ccccc3F)c(=O)c12	.	-12.4%[60.1 µM]	-3.1%	?	-0.6%	-7.7%	-5.3	-7.2%	-3.0%
CCOc1ccc2[nH]c(O)c(NC(C)=O)c2c1	-1.8%	-7.0%[60.1 µM]	0.1%	2.7%	-3.7%	12.4%	9.3	-1.4%	-0.9%
CN(C)CCCCCCCCCCC(=O)/C=N/O	.	-12.4%	.	.	.	-7.1%	-9.3	0.2%	0.0%
O=C(Nc1ccccc1)c1ccc(S(=O)(=O)N2CCC(C(=O)O)CC2)cc1	13.8%	-11.1%	25.9%	-4.8%	3.2%	9.9%	1.9	-12.1%	-3.6%
CC1=C(C(=O)OC2CCCC2)C(c2c(F)cccc2Cl)CC(=O)N1 (stereo unspecified)	.	11.7%	-5.0%	?	-2.9%	7.8%	-3.0	-10.5%	-1.1%
CC(CNC(=O)C1CCN(S(=O)(=O)c2ccc3c(ccn3C)c2)CC1)c1ccccc1 (stereo unspecified)	.	-5.9%[60.1 µM]	37.3%[activator]	-11.2%	-1.3%	10.2%	-12.3	-13.8%	-1.5%
COc1ccc(N(CC(=O)Nc2cc(Cl)ccc2OC)C2=NC3CS(=O)(=O)CC3S2)cc1 (stereo unspecified)	7.8%	5.2%	39.3%	-3.5%	2.7%	18.9%	-4.6	-17.1%	-1.8%
CCCCn1c(SCC(=O)Nc2cc(NC(=O)c3ccco3)ccc2C)nc2ccccc2c1=O	-3.3%	-27.9%	-18.5%	-18.3%	-9.9%	?	-0.2	-17.5%	-7.9%
Cc1ccccc1OCC(=O)Nc1nc(C)c(C(=O)N(C)C)s1	-0.9%	-2.5%	4.1%	-7.3%	-5.4%	-15.3%	7.6	-13.9%	0.4%
O=C(/C=C/c1ccccc1)Nc1ncn[nH]1	-1.0%	9.6%	30.0%	-4.4%	0.0%	?	1.2	-8.8%	-10.9%
O=C(N[C@H](Cc1cc(=O)[nH]c2ccccc12)C(=O)O)c1ccc(Cl)cc1	38.2%	-7.1%	26.6%	3.5%	-1.1%	?	-7.1	-9.8%	-11.9%
CCS(CC)=NS(=O)(=O)c1ccc(NC(C)=O)cc1	14.9%	-18.6%	11.3%	-3.8%	0.4%	11.1%	-5.0	-3.3%	-2.2%
O=C(CN1C(=O)C2C3C=CC(C3)C2C1=O)Nc1ccc(S(=O)(=O)N2CCCCC2)cc1 (stereo unspecified)	-5.2%	-4.3%	6.4%	-11.0%	0.6%	151.0%[activator]	-7.7	-7.2%	-4.7%

# Some of the compounds tested. The share of hits here may be higher or lower than overall.
